Compound activity deposited in PubChem BioAssay by several laboratories.
HEK293 NFkB inh: lowers PMA/ionomycin-induced NF-kB signal in HEK293 cells. 0.21% of 62,000 active. HEK-293 NF-kB luciferase reporter, luminescence. AID 465. inhibition, % at 3 µM;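 active = inhibition above the mean of all tested compounds plus 3 SD, cut at about 40% in these data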;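 note: 0% = stimulated DMSO wells and 100% = 10 µM reference inhibitor 5653914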
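Material: HEK-293 cells with stable firefly luciferase reporter driven by four HIV NF-kB elements / Also added: PMA plus ionomycin mix as NF-kB-activating stimulus / Compound dosing: 3 µM once, 0.30% DMSO / Times: 1 h pretreatment, 16 h stimulation, 37 °C / Signal: luminescence / Evaluation: per-plate % inhibition versus controls / Benchmarks: DMSO and 10 µM reference inhibitor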
HTR1A agonist: 5-HT1a (human) receptor agonism. CHO 5-HT1a Ga15 NFAT-bla reporter, FRET ratio; 0% basal, 100% maximal reference agonist. activation, % at 10 µM. 0.56% of 65,000 active. AID 567;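 active = activation above the screen-wide mean activation plus 3 SD, cut at about 19% in these data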;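 note: 0% = DMSO wells and 100% = 5-CT at EC100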
S1P3 ag: agonists of human S1P3 receptor | S1P3 NFAT-BLA reporter cells, agonism, FRET ratio; relative to 1 µM S1P, basal subtracted | activation, % at 4.5 µM | 0.1% of 60,000 active | AID 373;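 active = activation above the screen-wide mean plus 3 SD, cut at about 4.5% in these data, passing the limit was not always enough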; note: some compounds called inactive have numbers as strong as hits
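material = human S1P3 NFAT-BLA reporter CHO cells | schedule = 4 h compound at 37 °C, 2 h substrate at RT | measured by = fluorescent BLA substrate, ex 405 nm, em 460/535 nm ratio | controls = 1 µM S1P reference | replication = primary once, confirmation triplicate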
5HT1E antag: antagonists of human 5-HT1E serotonin receptor; AID 571; CHO 5-HT1E Ga15 NFAT-bla reporter, FRET, antagonist; 0.99% of 65,000 active; inhibition, % at 6 µM; P28566;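 active = inhibition above a set limit, the mean inhibition across every tested compound plus 3 SD, cut at about 29% in these data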;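 note: signal is the 460 over 535 nm emission ratio of beta-lactamase substrate; 0% = agonist plus DMSO wells and 100% = wells without agonist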
Target sequence (P28566 whole entry, looked up): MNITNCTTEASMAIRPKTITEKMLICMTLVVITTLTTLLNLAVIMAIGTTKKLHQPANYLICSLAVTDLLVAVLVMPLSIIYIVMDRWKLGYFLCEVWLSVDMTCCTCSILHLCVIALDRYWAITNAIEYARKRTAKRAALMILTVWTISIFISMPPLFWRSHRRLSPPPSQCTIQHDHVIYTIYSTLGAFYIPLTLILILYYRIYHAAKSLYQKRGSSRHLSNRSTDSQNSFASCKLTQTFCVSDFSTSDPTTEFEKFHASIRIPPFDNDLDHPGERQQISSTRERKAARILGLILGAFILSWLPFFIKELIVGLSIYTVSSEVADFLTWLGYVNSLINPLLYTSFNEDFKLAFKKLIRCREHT
5HT1E ag: agonists of human 5-HT1E serotonin receptor. P28566. CHO 5-HT1E Ga15 NFAT-bla reporter, FRET; 0% DMSO wells, 100% control agonist wells. activation, % at 6 µM. 0.69% of 65,000 active. AID 574;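 active = activation above a set limit, the screen-wide mean activation plus 3 SD, cut at about 8.5% in these data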;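 note: 100% = positive control agonist at 1 µM giving full maximal response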
D1 mod: D1 dopamine receptor (human) allosteric modulation. B-score at 10 µM. AID 641. P21728. HEK293 D1, CRE-luciferase, dopamine EC30 potentiation; actives deviate in either direction. 5.9% of 58,000 active;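 active = luminescence count or its row- and column-corrected plate score outside the 99.7% band of the plate's sample wells, on either side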
Target sequence (P21728 whole entry, looked up): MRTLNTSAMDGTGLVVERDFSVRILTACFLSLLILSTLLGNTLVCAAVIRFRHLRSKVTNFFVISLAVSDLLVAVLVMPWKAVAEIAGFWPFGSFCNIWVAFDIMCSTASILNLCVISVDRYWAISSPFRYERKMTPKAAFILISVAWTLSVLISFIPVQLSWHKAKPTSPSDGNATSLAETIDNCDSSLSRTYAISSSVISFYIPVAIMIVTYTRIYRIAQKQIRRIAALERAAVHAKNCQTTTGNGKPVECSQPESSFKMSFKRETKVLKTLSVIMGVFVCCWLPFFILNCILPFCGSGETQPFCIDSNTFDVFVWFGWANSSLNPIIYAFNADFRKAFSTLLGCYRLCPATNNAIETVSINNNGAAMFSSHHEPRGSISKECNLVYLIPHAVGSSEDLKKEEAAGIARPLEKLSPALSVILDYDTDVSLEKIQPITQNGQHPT
Jurkat tox 60K: cytotoxicity toward Jurkat cells; 1.2% of 56,000 active; inhibition, % at 4 µM; Jurkat E6.1 viability, ATP luminescence, 48 h; AID 463;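 active = inhibition above the mean inhibition of all tested compounds plus 3 SD, cut at about 28% in these data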
5HT1a antag: 5-HT1a (human) receptor antagonism; P08908; CHO 5-HT1a Ga15 NFAT-bla reporter, antagonist mode; inhibition, % at 10 µM; 0.68% of 62,000 active;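 active = inhibition above the mean of all tested compounds plus 3 SD, cut at about 43% in these data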;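 note: receptor stimulated by 5-CT agonist at 100 nM near EC80; beta-lactamase reporter measured by ratiometric fluorescence of a cleavable substrate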
S1P1 ag-PAM: activates or potentiates agonism at human S1P1 receptor; activation, % at 9.5 µM; 0.57% of 56,000 active; S1P1 CRE-bla cells, forskolin, beta-lactamase FRET, potentiator mode; S1P1 agonist co-added at EC20, 2 nM; 100% = saturating reference agonist, 0% = basal; P21453;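 active = activation above a cutoff set at the mean activation of all tested compounds plus 3 SD, cut at about 54% in these data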;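 note: forskolin at 4 µM as EC80 and the EC20 agonist is SEW2871; 100% = SEW2871 at its EC100 plus forskolin at EC80; some compounds past the cut are filed as inactive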
The depositor's hits bear a star; nt = no result given.

SMILES	HEK293 NFkB inh	HTR1A agonist	S1P3 ag	5HT1E antag	5HT1E ag	D1 mod	Jurkat tox 60K	5HT1a antag	S1P1 ag-PAM
COc1ccc2cc3cc(C(=O)Nc4ccc5c(c4)OCO5)oc3nc2c1	28	2.1	-0.8	0	0.0	0.79	-4	-22	13
O=C(NC1(O)C(=O)c2ccccc2C1=O)c1ccccc1	11	-0.2	0.0	-4	0.0	-0.043	3	13	-1
O=C1N(c2ccc(Cl)c(Cl)c2)CN(Cc2ccccc2)CN1n1cnnc1	13	1.1	-0.8	15	-1.7	nt	2	12	-4
Cc1nn2c(N3CCN(c4ccccn4)CC3)cc(C(C)C)nc2c1-c1ccccc1	6	-1.9	0.9	-4	0.9	0.3	-7	-6	-6
CCOc1ccccc1NC(=O)C1CCCN(S(=O)(=O)c2ccc(OC)c(C)c2)C1 (stereo not drawn)	11	0.9	-1.1	6	0.4	-0.076	1	4	nt
COc1cc2nc(SCC(=O)NCc3ccco3)n(Cc3ccc(Cl)cc3)c(=O)c2cc1OC	4	1.3	nt	-15	0.3	-3.8*	nt	-6	nt
c1nc(N2CCOCC2)c2c3c(sc2n1)CCCC3	13	-2.1	-1.3	12	0.6	3.4	0	-1	12
OC(CN1CCN(c2cccc(C(F)(F)F)c2)CC1)c1c[nH]c2ccccc12 (stereo not drawn)	12	55*	-1.3	-4	0.7	-0.79	22	11	11
COc1ccccc1-c1nnc(NC(=O)C(C)C)s1	9	-1.6	-0.8	3	-0.3	1.1	-4	9	-19
CC1=C(C(=O)Nc2ccccc2)C(c2cccnc2)n2nc(-c3cccnc3)nc2N1 (stereo not drawn)	10	0.5	-0.3	-1	-0.9	-0.017	4	-4	-3
Cc1noc(C)c1C(=O)OC(C(=O)NC1CCCC1)c1ccc(F)cc1 (stereo not drawn)	6	-1.5	-0.8	-10	0.0	0.48	2	12	6
CCn1c(=O)cc(OCC(=O)N2CCCC2)c2ccccc21	8	-2.0	-0.9	8	0.3	0.034	-12	5	-24
COC(=O)c1ccc(N2C(=O)CC(N(C)Cc3ccccc3)C2=O)cc1 (stereo not drawn)	9	-1.4	-1.2	-6	-0.3	-0.93	2	-8	-24
COc1cc(C2C(C(=O)Nc3ccc(F)cc3)=C(C)Nc3nc(CCCO)nn32)cc(OC)c1OC (stereo not drawn)	-8	-0.5	-0.2	-13	1.4	nt	-2	-1	-8
NS(=O)(=O)c1ccc(CCNC(=O)c2ccccc2F)cc1	12	-1.9	-0.3	1	0.3	-0.021	2	-1	6
COc1ccc(NC(=O)CN(c2cc(C)cc(C)c2)S(=O)(=O)c2c(C)noc2C)cc1OC	9	1.1	-0.9	-11	0.5	0.34	4	-5	-21
Cc1nc2c(c(N3CCOCC3)n1)OCC(=O)N2	nt	-2.0	-0.4	-5	-0.4	nt	nt	nt	-21
C=C(C)Cn1c(SCC)nc2ccccc2c1=O	-2	-3.8	-0.3	12	0.1	5	0	13	-1
Cc1cccc(C)c1OCC(=O)Nn1c(C)nc2ccccc2c1=O	10	-2.2	-0.4	-9	-0.7	nt	-5	1	15
O=C1CC(=O)N(Cc2ccco2)C(=O)N1	6	-0.7	0.6	-2	0.9	-0.078	-5	-27	nt
CCCn1c(N2CCC(Cc3ccccc3)CC2)nc2c1c(=O)[nH]c(=O)n2C	6	-3.4	-0.7	-3	2.2	0.35	9	-21	-8
COc1ccc(CCn2nnnc2C(C(C)C)N2CCC(C(N)=O)CC2)cc1OC (stereo not drawn)	0	-3.5	-0.3	-10	0.8	-1.4	3	-8	-23
CCc1ccccc1N(CC(=O)O)S(C)(=O)=O	8	0.8	-1.1	-14	1.3	-0.34	-8	14	nt
CN(CCCNC(=O)c1ccc(N2CCCC2=O)cc1)c1ccccc1	18	-0.2	nt	7	-4.1	nt	nt	5	nt

13 of the compounds above, as a markdown table.
| SMILES | HEK293 NFkB inh | HTR1A agonist | S1P3 ag | 5HT1E antag | 5HT1E ag | D1 mod | Jurkat tox 60K | 5HT1a antag | S1P1 ag-PAM |
| --- | --- | --- | --- | --- | --- | --- | --- | --- | --- |
| Cc1noc(C)c1C(=O)OC(C(=O)NC1CCCC1)c1ccc(F)cc1 (stereo not drawn) | 6 | -1.5 | -0.8 | -10 | 0.0 | 0.48 | 2 | 12 | 6 |
| CCn1c(=O)cc(OCC(=O)N2CCCC2)c2ccccc21 | 8 | -2.0 | -0.9 | 8 | 0.3 | 0.034 | -12 | 5 | -24 |
| COC(=O)c1ccc(N2C(=O)CC(N(C)Cc3ccccc3)C2=O)cc1 (stereo not drawn) | 9 | -1.4 | -1.2 | -6 | -0.3 | -0.93 | 2 | -8 | -24 |
| COc1cc(C2C(C(=O)Nc3ccc(F)cc3)=C(C)Nc3nc(CCCO)nn32)cc(OC)c1OC (stereo not drawn) | -8 | -0.5 | -0.2 | -13 | 1.4 | nt | -2 | -1 | -8 |
| NS(=O)(=O)c1ccc(CCNC(=O)c2ccccc2F)cc1 | 12 | -1.9 | -0.3 | 1 | 0.3 | -0.021 | 2 | -1 | 6 |
| COc1ccc(NC(=O)CN(c2cc(C)cc(C)c2)S(=O)(=O)c2c(C)noc2C)cc1OC | 9 | 1.1 | -0.9 | -11 | 0.5 | 0.34 | 4 | -5 | -21 |
| Cc1nc2c(c(N3CCOCC3)n1)OCC(=O)N2 | nt | -2.0 | -0.4 | -5 | -0.4 | nt | nt | nt | -21 |
| C=C(C)Cn1c(SCC)nc2ccccc2c1=O | -2 | -3.8 | -0.3 | 12 | 0.1 | 5 | 0 | 13 | -1 |
| Cc1cccc(C)c1OCC(=O)Nn1c(C)nc2ccccc2c1=O | 10 | -2.2 | -0.4 | -9 | -0.7 | nt | -5 | 1 | 15 |
| O=C1CC(=O)N(Cc2ccco2)C(=O)N1 | 6 | -0.7 | 0.6 | -2 | 0.9 | -0.078 | -5 | -27 | nt |
| CCCn1c(N2CCC(Cc3ccccc3)CC2)nc2c1c(=O)[nH]c(=O)n2C | 6 | -3.4 | -0.7 | -3 | 2.2 | 0.35 | 9 | -21 | -8 |
| COc1ccc(CCn2nnnc2C(C(C)C)N2CCC(C(N)=O)CC2)cc1OC (stereo not drawn) | 0 | -3.5 | -0.3 | -10 | 0.8 | -1.4 | 3 | -8 | -23 |
| CCc1ccccc1N(CC(=O)O)S(C)(=O)=O | 8 | 0.8 | -1.1 | -14 | 1.3 | -0.34 | -8 | 14 | nt |

Remaining list, next part:
SMILES	HEK293 NFkB inh	HTR1A agonist	S1P3 ag	5HT1E antag	5HT1E ag	D1 mod	Jurkat tox 60K	5HT1a antag	S1P1 ag-PAM
CCN1CCN(S(=O)(=O)c2cc(OC)ccc2OC)CC1	15	-2.2	0.9	1	-1.0	0.13	0	12	-10
O=C(Nc1ccccc1)Nc1ccccn1	-10	-1.7	-0.5	-2	-1.1	0.064	6	5	nt
Cc1noc(C)c1COC(=O)CCc1nc2ccccc2s1	3	0.6	1.3	-8	0.2	0.13	-8	-3	9
COC(=O)[C@@H](NC(=O)NCc1cccc(OC)c1)C(C)C	12	-0.6	-0.5	2	-1.1	-0.15	4	11	6
CCN(CC)Cc1csc(C(N)=O)c1	11	-3.5	-0.1	-7	0.1	-0.043	-4	-1	-3
CCCCc1c(O)nc(SCC(=O)NCCc2ccc(OC)c(OC)c2)[nH]c1=O	0	-1.2	-0.2	1	-1.3	0.98	-6	6	-7
Cc1nc(C)c(NC(=O)N2CCc3ccccc32)cc1NC(=O)N1CCc2ccccc21	21	-2.0	-0.5	-9	0.1	-0.79	5	12	2
C=CCn1c(O)c(CN2CCN(Cc3ccccc3)CC2)c(C)c(C#N)c1=O	2	1.1	nt	-6	3.3	-0.79	nt	-5	nt
Cc1ccc(S(=O)(=O)N(C)CC(=O)NC2CCCC2)cc1	13	-1.7	-1.1	0	1.2	-0.1	3	-2	nt
CCOC(=O)N1CCN(C(=O)Cn2cc3c(n2)CCCC3)CC1	18	-0.7	-0.6	-5	-0.1	-0.54	-3	-9	12
Cc1nnc(NC(=O)CN2C(=O)c3ccccc3S2(=O)=O)s1	11	0.1	-0.7	0	-0.6	0.028	-2	-9	-5
CC(C)Cc1cc(C(=O)Nc2c(F)cc(F)cc2Br)no1	22	-2.0	0.0	8	0.0	-0.15	-4	5	-2
N#Cc1nc(-c2ccccc2Cl)oc1N1CCCCC1	nt	-0.9	-3.9	33*	-0.3	1	nt	nt	-15
CCN(CC)c1nc2cc(OC)ccc2cc1C#N	6	3.4	-0.8	11	0.7	-0.7	1	-11	6
N#CCSc1nc2cc(C(=O)N3CCC(C(N)=O)CC3)ccc2c2nc3ccccc3n12	15	-1.6	1.2	53*	-0.6	10*	18	8	-44
CCOc1ccc(NC(=O)CN2CCC(NC(=O)C3CCCCC3)CC2)cc1	21	-3.8	nt	13	-0.7	0.027	nt	4	nt
CCCCNC(=O)c1cc2c(-c3ccc(Cl)cc3)nn(C)c2s1	13	0.3	-1.4	-4	1.6	-1	-3	15	-18
CC1(C)C(=O)Nc2ccccc2N1C(=O)COC(=O)C12CC3CC(CC(O)(C3)C1)C2	20	1.8	0.3	-4	0.3	nt	-3	-12	-14
CC1=C(c2ccc(Cl)cc2)[N+](=O)C(C)(C)N1[O-]	nt	0.8	-3.1	8	0.9	-0.42	nt	nt	-2
O=C(CCc1ccccc1)Nc1nnc(-c2ccc3c(c2)CCCC3)o1	-9	0.5	-1.1	-3	0.9	0.69	-5	-4	20
CCN(CC)C(=O)c1cc2cc(Br)ccc2oc1=O	10	-1.4	-0.4	-5	0.3	0.29	-2	-2	2
COC(=O)c1c(NC(=O)c2ccc(Br)s2)sc2c1CCC2	17	6.0	-0.4	-7	-0.1	0.036	-8	-16	17
Nc1nc(NCc2cccs2)nn1-c1ccccc1	-1	-0.4	-0.2	12	-0.3	-0.73	-5	12	0
CCOC(=O)NC1(C(F)(F)F)N=C(c2ccccc2)NC1=O (stereo not drawn)	13	-2.2	0.1	-2	0.4	-0.32	-2	-4	-18
O=C1CC(c2ccco2)CC2=C1C1c3ccccc3C(=O)N1c1ccccc1N2 (stereo not drawn)	7	-2.6	-0.8	11	0.3	-0.12	1	-41	13
Cc1ccc(C2NC(=O)c3ccccc3N2)s1 (stereo not drawn)	-17	-0.4	1.2	-7	0.2	-0.2	75*	-8	9
COC(=O)c1[nH]c2c(c1C)C(=O)CCC2	14	-1.0	-1.0	12	-0.1	1.2	4	0	-16
CCCn1nnc(NC(=O)Cc2ccc(Cl)cc2)n1	13	0.3	-0.6	-13	0.1	-0.39	1	-16	-6
Cc1cc(=O)n2[nH]c(-c3ccc(F)cc3)cc2n1	-4	-2.4	-0.4	5	-0.6	-2	5	-8	-10
Cc1ccc(S(=O)(=O)NCc2csc(C)n2)c(C)c1	10	-2.3	-0.4	3	-0.5	0.069	-4	-12	8
